From PubChem
INS-1E GSIS act – primary screen for activators of insulin secretion dependent on glucose, INS-1E cells, GLuc reporter luminescence. INS-1E GLuc reporter insulin secretion, 2-3 h. activation, % at 16.6 µM. 0.61% of 370,000 active;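 active means lowest replicate activation of at least 40%, so every replicate reaches that level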;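 further: 0% = median of neutral control wells and 100% = median of IBMX positive control wells; some compounds called inactive have numbers as strong as hits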
EWS-Fli block – blocks EWS/Fli oncoprotein-driven transcription | A673 NR0B1-luciferase reporter, viability-normalised | inhibition, % at 12.6 µM | 0.67% of 350,000 active;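 active means mean inhibition of at least 50% after viability correction, with every replicate also passing that limit; inconclusive means mean reaches 50% but only one of two replicates passes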;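 further: firefly luciferase signal divided by Alamar Blue viability fluorescence both relative to DMSO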
DENV2 CPE rescue – inhibitors of DENV2 cytopathic effect | DENV2-infected cells, cytopathic effect rescue, plate reader | CPE inhibition, % at 9.99 µM | 1.7% of 350,000 active; in the data active means CPE inhibition above about 20%, passing the limit was not always enough; inconclusive means no clear call, values can overlap the other calls; tested in BHK-21 cells;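 further: 0% = median of neutral control wells and 100% = median of positive control wells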
miR-122 sensor – blocks miR-122 activity in Huh7 sensor cells | Huh7 miR-122 Renilla luciferase sensor, 48 h; neutral wells = 0, positive control = 100 | activation (reporter increase), % at 12.5 µM | 0.3% of 340,000 active;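 active means mean replicate activation score at least 90 and every replicate individually at or above 90; inconclusive means only one of the two criteria met; inactive means neither criterion met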;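 further: higher luciferase means less miR-122 activity so hits act as miR-122 inhibitors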
PAX8 reporter – inhibitors of PAX8 transcriptional activity in RMG-I cells; inhibition, % at 12.6 µM; 1.2% of 360,000 active; AID 652154; RMG-I TPO-luciferase reporter, SteadyGlo, 24 h;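 active means mean replicate inhibition at least 60% with every replicate also reaching 60%; inconclusive means only one of the two criteria is met; inactive means mean below 60% and not all replicates reaching 60%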;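 further: luciferase light reporting Pax8 driven TPO promoter activity; plate controls were median of neutral control wells for no effect and mitoxantrone controls for full effect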
FN deposition inh – fibronectin deposition inhibition | 0.086% of 350,000 active | inhibition, % at 12.6 µM | AH1F fibroblasts, Alexa488-fibronectin deposition fluorescence, overnight;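 active means mean inhibition across replicates of 30% or more, regardless of how many single replicates reach that level; inconclusive means mean under 30% yet at least half of replicates reach 30%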;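 further: positive control wells lacked labelled fibronectin entirely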
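Measured by – fluorescence 485/525 nm · System – AH1F fibroblast monolayer, labelled fibronectin deposition · Amount – 10000 cells per well · Buffer or medium – serum-reduced DMEM (2% serum) · Doses – single dose, pinned · Also added – fluorescent fibronectin at 24 nM final · Schedule – 1 h cell attachment, overnight exposure to compound and label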
CFTR F508del cor – correctors of CFTR F508del function in bronchial epithelial cells; 0.36% of 350,000 active; CFBE cells, YFP halide quenching; stimulated with forskolin plus potentiator P3; % fluorescence drop versus neutral controls; activity (quench increase), % at 7.58 µM; AID 720511;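 active means mean added fluorescence quench of at least 8% versus neutral control, with both replicates also reaching 8%; inconclusive means only one of the mean or replicate conditions met; inactive means mean below 8% and not both replicates reaching 8%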;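 further: cells transiently co-express mutant CFTR-F508del with the halide-sensitive YFP; corrector assay measuring rescue of mutant channel to the surface after 24 h compound exposure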
Numbers without * were called inactive; u = inconclusive; x = no result given; & = joins results of further samples; [ ] = another dose, or the depositor's remark.

no.	Molecule	INS-1E GSIS act	EWS-Fli block	DENV2 CPE rescue	miR-122 sensor	PAX8 reporter	FN deposition inh	CFTR F508del cor
1	O=C(c1ccc(OC2CCN(Cc3ccccc3C(F)(F)F)CC2)cc1)N1CCCCC1	-42	27	6	2	-1	-12	1.5
2	O=C(Nc1cc(F)ccc1F)N[C@@H]1C=C[C@@H](CC(=O)N2CCc3ccccc3C2)O[C@H]1CO	-4	-2	u	-15[16.7 µM]	15	6	-0.7
3	CC(C)CNC(=S)N1CCN(Cc2ccc3c(c2)OCO3)CC1	-6	13	-1	-5	-7	11	-0.2
4	COc1ccc(-n2c(C)c(C)c3c(NCCCO)ncnc32)cc1	6	-24	2	-4	-24	4	-5.0
5	CC(=O)Nc1c(NC(C)(C)C)c2ccccc2oc1=O	0	3	6	x	10	-9	-0.5
6	CCN1C(=O)[C@H]2[C@@H](c3ccc(-c4ccccc4)cc3)N3CCC[C@@]3(C(=O)OC)[C@H]2C1=O	x	-28	-1	-5	9	-12	-3.7
7	O=C1c2ccccc2NC(c2ccccn2)N1c1ccccc1F (configuration not stated)	x	x	x	-1	-2	1	x
8	O=C(Nc1ccccc1)Nc1cccc(C(F)(F)F)c1	1	-101	3	-3	-45	5	0.9
9	CO[C@H]1CN(C)C(=O)c2ccc(NC(C)=O)cc2OC[C@@H](C)N(C(=O)c2ccccc2)C[C@H]1C	0	-4	11	x	-6	1	0.9
10	CC(C)C(=O)Nc1ccc2c(c1)C(=O)N(C)[C@H]1CC[C@H](CC(=O)Nc3ccc(Cl)cc3)O[C@@H]1CO2	6	-1	-1	x	-5	-3	x
11	Cc1ccc2c(c1)cc(CN(C(=O)N1CCOCC1)C1CCCC1)c1nnnn12	16	4	6	-9	-6	-6	0.5
12	CN(C)C(=O)C[C@@H]1C[C@@H]2c3cc(NC(=O)C4CCOCC4)ccc3O[C@@H]2[C@@H](CO)O1	-3	0	11	-7[16.7 µM]	-17	8	0.4
13	CCOC(=O)N1CCN(S(=O)(=O)c2c(C)nc3scc(C)n3c2=O)CC1	15	x	1	3	-7	2	2.2
14	Clc1cccc(Cc2c(-c3ccco3)nc3ccc(Cl)cn23)c1	76	-2	-8	0	5	10	-3.8
15	Clc1ncc(CN2CCN(c3ccccc3)CC2)s1	1	-8	x	6	-4	-1	-1.2
16	Cc1cc([N+](=O)[O-])c(C)cc1-c1ccc(/C=N/NC(=O)c2cccnc2)o1	-12	-7	-11	x	-4	8	-3.3
17	O=C(Nc1nccs1)c1cc(Cl)nc2ccccc12	8	0	2	-3	28	-2	x
18	CC1CN(S(=O)(=O)c2ccccc2)CC(C)O1 (configuration not stated)	12	x	x	2	x	-4	x
19	CCCCCCCCN1C(=O)[C@H](CC(=O)NCC2CCCCC2)C[C@@]2(C(=O)OCC)CCCC=C12	12	18	-6	x	12	x	-1.1
20	O=C(C[C@@H]1CC[C@H](NS(=O)(=O)c2ccccc2F)[C@@H](CO)O1)NCCCN1CCOCC1	2&-16	6&-6	8&-5	2[16.7 µM]	-10&-6	-14&-7	-1.3&-1.9

4 of the entries above in order of the INS-1E GSIS act value, highest first.
cpd	compound	INS-1E GSIS act
4	COc1ccc(-n2c(C)c(C)c3c(NCCCO)ncnc32)cc1	6
9	CO[C@H]1CN(C)C(=O)c2ccc(NC(C)=O)cc2OC[C@@H](C)N(C(=O)c2ccccc2)C[C@H]1C	0
3	CC(C)CNC(=S)N1CCN(Cc2ccc3c(c2)OCO3)CC1	-6
16	Cc1cc([N+](=O)[O-])c(C)cc1-c1ccc(/C=N/NC(=O)c2cccnc2)o1	-12

Next part
no.	Molecule	INS-1E GSIS act	EWS-Fli block	DENV2 CPE rescue	miR-122 sensor	PAX8 reporter	FN deposition inh	CFTR F508del cor
21	C[C@H](CO)N1C[C@H](C)[C@H](CN(C)C(=O)Nc2ccc(F)cc2)OCCCC[C@H](C)Oc2ccc(NC(=O)NC3CCCCC3)cc2C1=O	-11	-3	u	4[16.7 µM]	2	x	-0.4
22	C=CCNc1nc(C(=O)OCC(=O)Nc2ccc(S(N)(=O)=O)cc2)cs1	5	-8	6	3	14	x	-5.3
23	CO[C@H](CN(C)Cc1ccc2c(c1)OCO2)[C@@H](C)CN(C(=O)Nc1ccc(F)cc1)[C@@H](C)CO	-5	-3	0	x	x	6	0.5
24	CCC(=O)N1CC2(CCN(Cc3cccnc3)CC2)c2c(n(C)c3cc(OC)ccc23)[C@@H]1CO	8	2	5	x	x	x	-1.8
25	O=C(C[C@@H]1CC[C@H](NC(=O)Nc2ccc3c(c2)OCO3)[C@@H](CO)O1)NCc1ccccc1	-4	-7	0	x	14	x	1.8
26	COCC(=O)N1C[C@H](C)[C@@H](OC)CN(C)C(=O)c2cc(NC(=O)c3cc(C)on3)ccc2OC[C@H]1C	4	3	x	x	-4	-1	-0.3
27	CC(C)(C)NC(=O)CSc1nc2[nH]ncc2c(=O)[nH]1	1	4	x	x	-1	4	1.1
28	COCCNC(=O)C[C@@H]1C[C@H]2c3cc(NS(=O)(=O)c4ccccc4)ccc3O[C@H]2[C@H](CO)O1	7	-1	1	8[16.7 µM]	-4	x	-1.0
29	CCc1cccc(CC)c1NC(=O)CCCSc1nc2ccccc2s1	-17	x	x	x	5	0	x
30	CNC(=O)C[C@H]1CC[C@H]2[C@@H](COc3ccc(NC(=O)C(C)C)cc3C(=O)N2C)O1	3	-3	2	-33[16.7 µM]	-13	6	0.5
31	CC12CCC(C(=O)NCc3ccccc3Cl)(CC1=O)C2(C)C (configuration not stated)	3	2	2	-1	-14	9	-1.7
32	CCCNCC1C(Oc2ccc(Cl)cc2Cl)C(=O)N1c1cccc(C)c1C (configuration not stated)	-22	9	-6	x	26	-1	7.2
33	O=C(NCC1CC1)NC(=O)c1c(F)cccc1Cl	14	-10	-1	2	-8	5	-0.3
34	CCOC(=O)CC[C@H](NC(=O)Cn1cnc2c(SC)nc(N)nc21)C(=O)OCC	16	-3	-10	-5	-18	3	4.6
35	O=C(C[C@@H]1CC[C@@H]2[C@H](COC[C@H](O)CN2Cc2cc(F)cc(F)c2)O1)Nc1nccs1	-6	4	-5	-1[16.7 µM]	10	9	-1.2
36	Cc1nnc(SCC(=O)N2CCN(C(=O)c3ccco3)CC2)n1C	29	1	-3	-8	-13	x	0.5
37	Cc1cc(=O)oc2cc(OCC(=O)c3ccccc3)ccc12	12	-22	0	-5	-19	7	2.2
38	CC(C)NC(=O)CSc1nc2ccccc2c(=O)n1CCCOC(C)C	10	6	0	x	x	x	1.3
39	COc1cccc(-c2nn(-c3ccccc3)cc2/C=C(\C#N)C(=O)NCCCn2ccnc2)c1	-11	x	x	x	-2	-8	x
40	O=C(Nc1ccnn1C1CCN(CCCC2CCCC2)CC1)c1ccccc1Cl	-32	5	-8	-8	15	3	3.5

2 entries from above in another layout:
#39 COc1cccc(-c2nn(-c3ccccc3)cc2/C=C(\C#N)C(=O)NCCCn2ccnc2)c1
#30 CNC(=O)C[C@H]1CC[C@H]2[C@@H](COc3ccc(NC(=O)C(C)C)cc3C(=O)N2C)O1
assay / compound | 39 | 30
INS-1E GSIS act | -11 | 3
EWS-Fli block | x | -3
DENV2 CPE rescue | x | 2
miR-122 sensor | x | -33[16.7 µM]
PAX8 reporter | -2 | -13
FN deposition inh | -8 | 6
CFTR F508del cor | x | 0.5

The results go on:
no.	Molecule	INS-1E GSIS act	EWS-Fli block	DENV2 CPE rescue	miR-122 sensor	PAX8 reporter	FN deposition inh	CFTR F508del cor
41	CCS(=O)(=O)Nc1ccc2c(c1)C(=O)N(C)[C@H]1CC[C@@H](CC(=O)N3CCN(C)CC3)O[C@H]1CO2	20	-14	0	0[16.7 µM]	-13	6	-1.4
42	CCOc1ccc(N(C(=O)c2snc(C(N)=O)c2N)C(C(=O)NCC2CCCO2)c2ccco2)cc1 (configuration not stated)	-13	2	3	-2	10	6	1.2
43	CC1CCCCC1NC(=O)C1CCC(CNS(=O)(=O)c2ccccc2)CC1 (configuration not stated)	12	10	-3	-4	-8	-1	-4.4
44	CCN(CC(=O)NCc1ccc(Cl)cc1)C(=O)c1cc(S(=O)(=O)N2CCOCC2)ccc1C	-22	10	-5	-3	16	-17	-0.5
45	Cc1cc2nc(-c3ccccc3)c(CC3CCCCC3)n2c(C)c1Br	0	-1	-12	x	24	-4	0.5
46	Cc1cccc(-n2nnc(C(=O)NCc3ccccc3Cl)c2N)c1	-2	-16	5	-1	-21	-2	-0.7
47	CC(=O)Nc1ccc(S(=O)(=O)Nc2ccccn2)cc1	6	-4	8	x	6	3	2.0
48	CCC(C)N1CCN(C(=O)C2CCN(S(=O)(=O)c3c(C)noc3/C=C/c3ccco3)CC2)CC1 (configuration not stated)	16	8	5	-4	70*	0	1.5
49	Cc1ccc2occ(C(=O)c3ccco3)c(=O)c2c1	6	-48	-8	-3	x	4	1.9
50	CN1CCN(CC(=O)Nc2cccc(S(=O)(=O)N(C)c3ccccc3)c2)CC1	x	2	u	-11	13	-10	0.6
51	O=C(NCc1ccccc1)c1ccccc1	13	-6	20*	4	x	x	2.4
52	O=C(Nc1ccnn1C1CCN(Cc2ccccn2)CC1)c1cccc(F)c1	-1	x	1	-4	-10	-1	0.5
53	CC(CCc1ccccc1)NC(=O)CSc1ccccc1 (configuration not stated)	6	x	x	4	-7	6	x
54	C[C@@H]1CN([C@H](C)CO)C(=O)c2cc(/C=C/c3ccccc3)cnc2O[C@@H]1CN(C)C(=O)c1cccnc1	10	-14	15	0[16.7 µM]	-17	x	-3.8
55	CO[C@@H]1CN(C)C(=O)c2cc(NS(=O)(=O)c3ccccc3)ccc2OC[C@H](C)N(Cc2nccs2)C[C@H]1C	-8	-3	-1	x	22	-10	1.3
56	O=C(COC(=O)CN1C(=O)NC2(CCCC2)C1=O)Nc1ccccc1C(F)(F)F	7	1	-1	x	x	-7	3.3
57	Cc1cccnc1CCNC(=O)c1ccc(OC2CCN(Cc3ccccn3)CC2)cc1	14	0	9	-1	-19	4	-0.3
58	COc1cccc(NC(=O)C2C(c3ccccc3)C2(Cl)Cl)c1 (configuration not stated)	-13	1	u	-1	30	4	1.5
59	CC=Cc1ccc2n(c1=O)C[C@@H]1[C@@H](CO)[C@H](C(=O)NCCC)N(C(=O)c3cccnc3)[C@H]21 (mixture of isomers)	5	1	4	x	x	x	-1.2

Only INS-1E GSIS act, DENV2 CPE rescue and CFTR F508del cor, for 4 of the compounds above:
| entry | Molecule | INS-1E GSIS act | DENV2 CPE rescue | CFTR F508del cor |
| --- | --- | --- | --- | --- |
| 48 | CCC(C)N1CCN(C(=O)C2CCN(S(=O)(=O)c3c(C)noc3/C=C/c3ccco3)CC2)CC1 (configuration not stated) | 16 | 5 | 1.5 |
| 59 | CC=Cc1ccc2n(c1=O)C[C@@H]1[C@@H](CO)[C@H](C(=O)NCCC)N(C(=O)c3cccnc3)[C@H]21 (mixture of isomers) | 5 | 4 | -1.2 |
| 53 | CC(CCc1ccccc1)NC(=O)CSc1ccccc1 (configuration not stated) | 6 | x | x |
| 54 | C[C@@H]1CN([C@H](C)CO)C(=O)c2cc(/C=C/c3ccccc3)cnc2O[C@@H]1CN(C)C(=O)c1cccnc1 | 10 | 15 | -3.8 |

Compounds as they come, and some 3.9% of all compounds hit somewhere here.
